# AID2073: inhibitors of Mint1-CaV2.2 protein interaction, biochemical, HTRF (AID 2073) | HTRF protein-protein interaction, Mint1-CaV2.2; higher % means a stronger effect | one-dose inhibition, % at 20 µM; IC50 in µM for titrated hits | actives 0.19% (n = 290,000); in the data active = inhibition mostly above about 51%, no sharp cut-off; inconclusive = no clear call, values can overlap the other calls; inactive = mostly below about 53%; note: some results filed as inactive read as strong as hits
# GPR35 arrestin U2OS: GPR35 antagonists blocking zaprinast-driven arrestin recruitment, primary screen, imaging, U2OS, beta-arrestin-GFP, zaprinast agonist (AID 2058) | U2OS GPR35 beta-arrestin-GFP translocation imaging, zaprinast antagonism; higher % means a stronger effect | inhibition, % at 10 µM, or IC50 in µM where a hit was titrated | actives 0.052% (n = 290,000);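 active = inhibition of at least 50% with at least 30 cells and total cytoplasm GFP at most 10,000,000; inconclusive = under 30 cells or total GFP of 10,000,000 plus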
# UTI89 phage lysis: inhibition of K1F phage lysis, E. coli UTI89, bacterial capsule biogenesis inhibitors, alamar blue (AID 488966) | E. coli UTI89 K1F phage lysis, alamar blue, 2 h; higher % means a stronger effect | actives 0.02% (n = 340,000) | inhibition, % at 100 µM; hits with a dose series show IC50 in µM;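 active = phage lysis inhibition, versus mean bacterial control, above a set limit; inconclusive = no clear call, values can overlap the other calls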;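 note: capsule biogenesis inhibitors block K1F phage lysis so surviving cells raise fluorescence; higher fluorescence means more inhibition of phage lysis; actives were called in the ten point dose series up to 300 µM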
# NTR1 agonist: agonists of NTR1, primary screen, imaging, U2OS cells, beta-arrestin-GFP, high content (AID 493036). P30989. NTR1-U2OS beta-arrestin-GFP spot imaging, agonist mode. activation, % at 20 µM. actives 0.17% (n = 330,000);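 active = activation at or above 40% of the spot to cytoplasm intensity ratio, with at least 20 cells analyzed; inconclusive = wells under 20 cells, flagged as cytotoxic or low count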;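 note: 0% = DMSO without peptide and 100% = 100 nM NTR1 peptide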
# Target sequence (P30989 whole entry, looked up): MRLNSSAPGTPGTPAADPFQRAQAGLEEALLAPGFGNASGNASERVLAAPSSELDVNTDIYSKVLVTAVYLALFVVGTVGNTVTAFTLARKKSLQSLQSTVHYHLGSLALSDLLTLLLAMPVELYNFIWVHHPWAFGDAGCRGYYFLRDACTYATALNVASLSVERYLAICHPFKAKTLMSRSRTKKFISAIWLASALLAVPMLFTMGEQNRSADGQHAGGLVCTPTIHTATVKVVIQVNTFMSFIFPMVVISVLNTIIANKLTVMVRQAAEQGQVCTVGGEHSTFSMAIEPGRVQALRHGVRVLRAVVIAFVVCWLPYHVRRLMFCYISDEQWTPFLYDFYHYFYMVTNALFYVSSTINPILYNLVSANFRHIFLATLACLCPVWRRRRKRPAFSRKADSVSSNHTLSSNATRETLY
# GPR55 beta-arrestin: GPR55 agonists via beta-arrestin recruitment, primary screen, imaging, U2OS cells, beta-arrestin-GFP redistribution (AID 1961). activation, % at 10 µM, or EC50 in µM where a hit was titrated. actives 0.048% (n = 290,000). U2OS GPR55 beta-arrestin-GFP redistribution imaging; higher % means a stronger effect;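 active = activation above 40% with more than 50 cells counted in the well; inconclusive = wells holding fewer than 50 cells, flagged as toxic or sparse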;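 note: U2OS osteosarcoma cells stably expressing GPR55 and beta-arrestin-GFP; plate controls were DMSO negative control for no effect and LPI positive control for full effect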
# HIV peptide binding: cell-free HIV fusion peptide-binding blockers – biochemical, uHTS, fluorescence dequenching, primary screen (AID 1986); cell-free peptide binding, fluorescence dequenching, 30 min; higher % means a stronger effect; inhibition, % at 20 µM, or IC50 in µM where a hit was titrated; actives 0.3% (n = 290,000); in the data active = inhibition mostly above about 52%, no sharp cut-off; inactive = mostly below about 76%; note: some results filed as inactive read as strong as hits
# Dengue-2 NS5 capping: flavivirus cap methylation enzyme inhibition – biochemical, confirmation dose response, primary screen (AID 588689); actives 0.3% (n = 340,000); Dengue-2 NS5 methyltransferase capping enzyme assay, biochemical; higher % means a stronger effect; one-dose inhibition, % at 25 µM; IC50 in µM for titrated hits; in the data active = a potency from the dose series; inconclusive = inhibition above about 29% without an active follow-up result
# GPR55 LPI antagonism: inhibition of LPI-stimulated GPR55 beta-arrestin translocation – imaging, U2OS, beta-arrestin-GFP, LPI agonist, primary screen (AID 2013) | actives 0.13% (n = 290,000) | U2OS GPR55 beta-arrestin-GFP translocation imaging, LPI antagonism; higher % means a stronger effect | one-dose inhibition, % at 10 µM; IC50 in µM for titrated hits;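 active = spots per cell inhibited over 60%, with over 100 cells counted and total cytoplasm intensity under 500,000; inconclusive = wells with under 100 cells, flagged as likely toxic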;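 note: U2OS cells stably carrying GPR55 and arrestin-GFP stimulated by 5 µM LPI near EC80; imaged beta-arrestin-GFP aggregate spots per cell after agonist stimulation; plate controls were LPI-stimulated DMSO wells for no effect and DMSO wells without LPI for full effect; some results filed as inactive read as strong as hits; confirmed hits need IC50 under 10 µM and bright autofluorescent wells are also inconclusive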
# SIAH1 antagonists: blockers of Siah-1 interaction with plectin peptide – biochemical, fluorescence polarization, rhodamine-plectin, uHTS, primary screen (AID 1817). Siah-1 / rhodamine-plectin peptide fluorescence polarization; higher % means a stronger effect. displacement, % at 20 µM, or IC50 in µM where a hit was titrated. actives 0.02% (n = 290,000);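 active = displacement of at least 50% at 20 µM, with a fluorescence ratio check between 0.3 and a set limit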;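 note: plate controls were Siah plus tracer with DMSO for no effect and tracer alone without Siah for full effect; strong numbers were not always called active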
# NTR1 agonist cell count 20 µM: second read-out of NTR1 agonist, no call of its own (marks repeat the call); cell count; measured here: cell count, cytotoxicity flag
# Dengue-2 NS5 capping pilot replicate: further read-out of Dengue-2 NS5 capping, marked with its call; inhibition, %; measured here: pilot screen replicate inhibition
# Starred values were filed as active, the others as inactive; ? = inconclusive; . = not tested or not shown; [ ] = remark or other dose. Rows were taken by chance, and some 1.2% of all compounds hit somewhere here.
SMILES,AID2073,GPR35 arrestin U2OS,UTI89 phage lysis,NTR1 agonist,NTR1 agonist cell count 20 µM,GPR55 beta-arrestin,HIV peptide binding,Dengue-2 NS5 capping,GPR55 LPI antagonism,SIAH1 antagonists,others
O=C(COC(=O)c1c(Cl)ccc(Cl)c1Cl)NC1CCS(=O)(=O)C1 (configuration not stated),0%,11%,0.3%,1.7,43,-0.2%,-0.7%,-3%,2%,-2%,
Cc1ccc(S(=O)(=O)c2nc(S(C)(=O)=O)sc2NCc2ccc3c(c2)OCO3)cc1,14%,-9%,1.0%,-0.3,54,-0.5%,-0.5%,-3%,1%,10%,
CCCCCCNc1cc(C)oc(=O)c1C(C)=O,0%,2%,-0.5%,0.3,38,0.2%,2.9%,0%,-4%,0%,
O=C(Cn1ncn2c(cc3ccccc32)c1=O)NCCCc1ccccc1,18%,28%,-0.4%,1.1,47,0.4%,-0.6%,-6%,-7%,-3%,
CCc1ccc(CN2CCCC(C(=O)Nc3ccccc3-c3ccc(OC)cc3)C2)o1 (configuration not stated),0%,22%,1.5%,3.2,53,0.5%,1.0%,-1%,31%,11%,
COc1ccc(CN2CCNC(=O)C2CC(=O)NC2Cc3ccccc3C2)c(OC)c1 (configuration not stated),-6%,22%,0.1%,-1.3,92,-0.1%,1.8%,-11%,-2%,-1%,
Cc1cc(=O)oc2cc(OCC(=O)NCc3ccncc3)ccc12,-3%,4%,-1.9%,0.5,87,-0.1%,5.9%,-12%,25%,1%,
CN(CCc1cnn(C)c1)Cc1nc(Cc2ccccc2)no1,-2%,10%,0.5%,1.6,64,0.0%,1.5%,-5%,-3%,17%,
Cc1cc(NCc2ccccn2)n2nc(C)c(-c3ccc(Cl)cc3)c2n1,20%,12%,0.1%,21,38,-0.2%,-0.9%,6%,-1%,-4%,
CN(C)/C=N/c1nc2nccc(-c3cccc(Cl)c3)n2n1,?,-3%,1.2%,-0.3,40,-0.2%,-0.5%,-8%,14%,-5%,
Cc1cc(OCC(=O)NCCc2c[nH]c3ccccc23)c2c(C)c(C)c(=O)oc2c1,12%,7%,6.0%,2.2,110,-0.1%,-0.4%,2%,3%,5%,
COC(=O)C(NNc1ccccc1)(NC(=O)c1ccccc1F)C(F)(F)F (configuration not stated),-95%,4%,-0.1%,-0.8,72,-0.1%,-0.9%,-4%,6%,0%,
O=Cc1cc2ccccc2nc1SCCCF,9%,-14%,-0.1%,5.9,65,0.8%,2.5%,0%,-84%,6%,
Cc1ccc(Nc2nc(N)nc(CN3CCc4ccccc4C3)n2)cc1,2%,-1%,0.8%,-0.3,96,-0.2%,0.3%,-9%,0%,7%,
CCCC1=C(C(=O)OCC)C(c2ccc(NC(C)=O)cc2)NC(=O)N1 (configuration not stated),0%,20%,0.4%,0.2,43,0.2%,1.4%,-3%,-16%,-6%,
Cc1nc(NC(=O)/C=C/c2ccccc2)sc1C(=O)N1CCCCC1,7%,11%,0.4%,1.5,39,-0.1%,-0.3%,3%,11%,2%,
Cn1c(CCCNC(=O)c2ccccc2)nc2ccccc21,-4%,-2%,-0.2%,-1.1,63,-0.5%,0.7%,2%,19%,3%,
CCOc1ccc(Cl)cc1S(=O)(=O)n1cnc2ccccc21,12%,3%,1.1%,-2.7,83,0.0%,1.0%,-1%,9%,6%,
COc1ccc(C(c2c(NC(=O)c3ccccc3)sc(C)c2C)N2CCN(CCO)CC2)cc1 (configuration not stated),14%,13%,1.6%,5.2,49,0.6%,-2.5%,2%,6%,8%,
CCOc1ccc(C(=O)NC2=NCCS2)cc1,-8%,-4%,.,2.4,78,0.5%,-0.2%,.,-5%,2%,
NC(=O)[C@@H]1CCCN1C(=O)c1cc(COc2ccc(F)cc2F)on1,1%,-10%,0.3%,0.1,71,-0.1%,2.6%,-3%,-1%,-5%,
Cc1ccc(Nc2cc(C)nc(NCc3ccccc3)n2)cc1,15%,-1%,-0.4%,14,86,-0.4%,-1.6%,-12%,26%,-6%,
COc1ccc(-c2nnc(SCC(=O)N3CCC(Cc4ccccc4)CC3)o2)cc1OC,-1%,0%,1.0%,5.7,85,-0.3%,5.1%,-1%,-9%,0%,
NS(=O)(=O)c1ccc(NC(=S)NC(=O)c2cccs2)cc1,-29%,6%,0.1%,0.8,64,0.3%,1.4%,-7%,4%,0%,
O=C(Nc1cccc(Cl)c1)Nc1ccc2c(c1)OCO2,-10%,-6%,-0.1%,-0.1,78,-0.1%,3.0%,-14%,2%,4%,
# Remaining list, next part:
SMILES,AID2073,GPR35 arrestin U2OS,UTI89 phage lysis,NTR1 agonist,NTR1 agonist cell count 20 µM,GPR55 beta-arrestin,HIV peptide binding,Dengue-2 NS5 capping,GPR55 LPI antagonism,SIAH1 antagonists,others
Cc1sc2nc(SCC(=O)N(C)c3ccccc3)n(C)c(=O)c2c1C,12%,6%,-2.0%[50 µM],6.7,52,-0.1%,0.9%,-2%,-7%,-3%,
Cc1cc(C)cc(NC(=O)C(=O)NCc2ccccn2)c1,-9%,-3%,6.4%,0.2,51,-0.4%,-0.9%,-1%,4%,0%,
C=CCNC(=S)NNC(=O)COc1ccc(Br)cc1,-18%,13%,2.9%,0.9,38,0.7%,-2.6%,-3%,8%,6%,
CCN(CCNC(=O)C1CCN(Cc2nc(-c3ccc(Cl)cc3)oc2C)CC1)c1ccccc1,14%,17%,-0.2%,14,69,0.0%,3.0%,-5%,23%,1%,Dengue-2 NS5 capping pilot replicate=2.1
COC(=O)CC1=C(C(=O)OC)C(c2ccc3c(c2Cl)OCO3)C(C#N)=C(N)O1 (configuration not stated),0%,2%,2.5%,0.3,52,-0.2%,2.4%,3%,8%,-3%,
CC(CN1CCCC1)OC(=O)c1ccc(F)cc1 (configuration not stated),11%,8%,0.0%,-0.8,62,-0.1%,1.2%,-4%,12%,7%,Dengue-2 NS5 capping pilot replicate=2.4
Cc1ccc(/C=N/n2c(-c3ccccc3)n[nH]c2=S)cc1,-34%,-5%,3.7%,0.2,68,-0.1%,-0.4%,-7%,-3%,14%,
NS(=O)(=O)c1ccccc1,-16%,3%,2.1%[50 µM],0.5,54,-0.1%,-1.5%,-1%,1%,3%,
CC1(C)CC(=O)C(CC(=O)NC(=O)NCc2ccccc2)=C(O)C1,-6%,20%,1.6%,0.1,108,-0.5%,-0.8%,-1%,3%,-4%,
COC(=O)COc1c(Cl)cc(Cl)c2ccc(C)nc12,31%,6%,0.5%,5.1,55,1.2%,-0.1%,-6%,-6%,-4%,
O=C(C[n+]1cc(-c2ccccc2)n2c1CCCCC2)c1ccc(Br)cc1,3%,8%,0.7%,1.3,62,0.5%,-0.7%,1%,11%,3%,
CCCOc1ccc(CN(C)c2ncnc(N)n2)cc1,1%,24%,-0.8%,0.6,67,-0.1%,1.8%,-7%,18%,17%,
O=C(NCc1ccc(OC(F)(F)F)cc1)C12CN(Cc3ccccc3)CC1C(c1cccc([N+](=O)[O-])c1)=NO2 (configuration not stated),14%,11%,0.8%,0.7,62,-0.3%,3.0%,-1%,5%,0%,
CNS(=O)(=O)c1cccc(C(=O)OCCCOC(=O)c2cccc(S(=O)(=O)NC)c2)c1,-1%,2%,0.0%,-0.2,87,0.0%,-1.4%,-4%,2%,3%,
Cc1cc(=O)[nH]c(N/N=C/c2ccccc2Cl)n1,5%,-8%,1.2%,0.5,88,0.2%,-1.4%,12%,-4%,4%,
COc1ccc(-c2noc(CN(C)C(=O)c3ccoc3C)n2)cc1,2%,5%,0.6%,-0.4,45,-0.2%,-0.7%,-2%,-2%,1%,
COC(=O)c1cc(=O)nc2sc(-c3cccs3)nn12,28%,9%,-0.8%,0.3,54,-0.3%,-1.2%,-13%,-1%,6%,
Cc1cc(N(C)C)c(C#N)c(NCc2ccccc2)n1,0%,-10%,0.2%,-0.4,41,-0.2%,1.5%,-3%,0%,5%,
Cc1ccc(NC(=O)CCC(=O)NNC(=O)C(c2ccccc2)c2ccccc2)c(C)c1,1%,-21%,2.0%,-0.5,57,-0.3%,-1.3%,-2%,-2%,-1%,
Cc1csc(OCc2ccc(C#N)cc2)n1,2%,-14%,0.2%,-0.6,73,-0.2%,-1.4%,-3%,4%,0%,
CC(=O)c1cc2c(cc1NC(=O)CSc1nc3ccc(C)cc3[nH]1)OCO2,15%,11%,4.0%[50 µM],2.5,47,-0.3%,-2.0%,1%,4%,0%,
CCN1CCN(CNC(=O)c2cnccn2)CC1,2%,10%,0.1%,-0.2,32,0.3%,2.5%,-9%,14%,2%,
Cc1cc(C)cc(N(C(=O)CNC(=O)c2ccco2)C(C(=O)NC2CCCCC2)c2ccncc2)c1 (configuration not stated),6%,-6%,0.3%,3.3,39,-0.1%,0.9%,2%,12%,5%,

# 2 compounds picked at random from those above:
SMILES,AID2073,GPR35 arrestin U2OS,UTI89 phage lysis,NTR1 agonist,NTR1 agonist cell count 20 µM,GPR55 beta-arrestin,HIV peptide binding,Dengue-2 NS5 capping,GPR55 LPI antagonism,SIAH1 antagonists,others
CC(=O)c1cc2c(cc1NC(=O)CSc1nc3ccc(C)cc3[nH]1)OCO2,15%,11%,4.0%[50 µM],2.5,47,-0.3%,-2.0%,1%,4%,0%,
COC(=O)COc1c(Cl)cc(Cl)c2ccc(C)nc12,31%,6%,0.5%,5.1,55,1.2%,-0.1%,-6%,-6%,-4%,

# Structural class: those above containing a thiophene ring, fused or not
SMILES,AID2073,GPR35 arrestin U2OS,UTI89 phage lysis,NTR1 agonist,NTR1 agonist cell count 20 µM,GPR55 beta-arrestin,HIV peptide binding,Dengue-2 NS5 capping,GPR55 LPI antagonism,SIAH1 antagonists,others
COc1ccc(C(c2c(NC(=O)c3ccccc3)sc(C)c2C)N2CCN(CCO)CC2)cc1 (configuration not stated),14%,13%,1.6%,5.2,49,0.6%,-2.5%,2%,6%,8%,
NS(=O)(=O)c1ccc(NC(=S)NC(=O)c2cccs2)cc1,-29%,6%,0.1%,0.8,64,0.3%,1.4%,-7%,4%,0%,
Cc1sc2nc(SCC(=O)N(C)c3ccccc3)n(C)c(=O)c2c1C,12%,6%,-2.0%[50 µM],6.7,52,-0.1%,0.9%,-2%,-7%,-3%,
COC(=O)c1cc(=O)nc2sc(-c3cccs3)nn12,28%,9%,-0.8%,0.3,54,-0.3%,-1.2%,-13%,-1%,6%,

# Source: PubChem (several laboratories)
